TrxR1 substrate: rat thioredoxin reductase 1 substrate activity. Potency, µM (doses to about 114 µM), for the others: top-dose activity change, negative = substrate turnover. O89049. hit rate 0.01% among 390,000. purified TrxR1 substrate turnover, NADPH consumption readout. AID 588456; also: potency is read from the fitted curve at half-maximal effect; % is scaled to controls: 0 for no effect and ±100 for the full control effect; nearly all actives have a fitted effect of over 50% in size
Target sequence (O89049 whole entry, looked up): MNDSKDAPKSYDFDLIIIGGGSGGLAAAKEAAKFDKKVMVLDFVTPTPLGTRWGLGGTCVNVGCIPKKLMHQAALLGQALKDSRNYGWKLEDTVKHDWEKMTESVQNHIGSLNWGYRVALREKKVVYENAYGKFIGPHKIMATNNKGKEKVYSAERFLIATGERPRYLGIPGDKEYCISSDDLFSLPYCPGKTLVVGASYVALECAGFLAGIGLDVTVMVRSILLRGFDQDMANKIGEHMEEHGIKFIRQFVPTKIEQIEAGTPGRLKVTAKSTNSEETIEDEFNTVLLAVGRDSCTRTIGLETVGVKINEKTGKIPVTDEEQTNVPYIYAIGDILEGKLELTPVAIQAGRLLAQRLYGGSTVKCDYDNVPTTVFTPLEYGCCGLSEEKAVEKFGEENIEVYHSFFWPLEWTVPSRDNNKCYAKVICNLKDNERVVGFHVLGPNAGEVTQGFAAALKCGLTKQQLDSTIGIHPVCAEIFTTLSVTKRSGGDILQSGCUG
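Rat TrxR1, dispensed at 90 nM, was prereduced with 400 uM NADPH (final) for 5 min at ~22 deg C, then incubated with compound 15 min before 400 uM selenite. A first-read NADPH fluorescence drop versus no-compound background flagged substrates.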
USP1-UAF1 inh: blocks the human USP1/UAF1 deubiquitinase complex. Potency, µM (series often up to 57.1 µM), for the others: at the highest dose activity change, negative = inhibition, hits mostly inhibitors. recombinant USP1/UAF1, Ub-Rhodamine cleavage fluorescence. hit rate 0.23% among 390,000. O94782; also: potency is read from the fitted curve at half-maximal effect; % is scaled to controls: 0 for no effect and ±100 for the full control effect; nearly all actives have a fitted effect of over 60% in size; inactives centre near -12
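1 nM enzyme complex + cpd, 15 min RT; start with Ub-Rho 150nM final; kinetic fluorescence ex 480/em 540, 6 reads q60 s. Buffer 50mM HEPES pH 7.8, 0.5mM EDTA, 0.1 mg/ml BSA, 1mM TCEP, 0.01% Tween-20.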
Vif-A3G inh: blocks the Vif interaction with human APOBEC3G. Potency, µM (titrated, usually from 46.1 µM), for the others: top-dose activity, negative = active, hits mostly inhibitors. hit rate 0.076% among 410,000. Q9HC16. HeLa A3G-eYFP + Vif (tagged APOBEC3G with the HIV-1 protein that degrades it), YFP fluorescence, overnight;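 also: potency is read from the fitted curve at half-maximal effect; % is scaled to controls: 0 for no effect and ±100 for the full control effect; nearly all actives have a fitted effect of over 60% in size; hits raise eYFP signal because A3G escapes Vif-driven loss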
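HeLa cells stably expressing Vif and C-terminally eYFP-tagged A3G, seeded overnight at 37 deg C, then exposed to compound by pintool overnight at 37 deg C. Rise in yellow fluorescence (Ex 488/Em 500-530, Acumen) marks blocked Vif-driven A3G degradation.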
mIDH1 inhibitor: blocks human mutant IDH1 R132H enzyme. O75874. Potency, µM (doses to about 76.6 µM), inactives show at the highest dose activity change, negative = inhibition, usual class: inhibitors. IDH1-R132H enzyme, NADPH consumption, diaphorase/resazurin fluorescence. hit rate 0.093% among 390,000; also: potency is read from the fitted curve at half-maximal effect; % is scaled to controls: 0 for no effect and ±100 for the full control effect; nearly all actives have a fitted effect of over 65% in size
Target sequence (O75874 whole entry R132H, stated change not applied): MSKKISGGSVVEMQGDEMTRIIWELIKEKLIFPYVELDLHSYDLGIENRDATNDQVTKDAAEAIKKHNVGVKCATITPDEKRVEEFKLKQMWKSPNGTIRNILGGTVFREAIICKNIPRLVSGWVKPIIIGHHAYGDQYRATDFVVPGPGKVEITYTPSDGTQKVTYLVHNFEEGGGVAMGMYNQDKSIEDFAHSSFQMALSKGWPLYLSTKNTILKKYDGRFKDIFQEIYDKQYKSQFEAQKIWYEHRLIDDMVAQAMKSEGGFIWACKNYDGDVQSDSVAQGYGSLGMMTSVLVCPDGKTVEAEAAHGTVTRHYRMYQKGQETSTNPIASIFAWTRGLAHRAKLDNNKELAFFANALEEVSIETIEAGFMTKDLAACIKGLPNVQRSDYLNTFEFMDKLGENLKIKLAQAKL
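IDH1-R132H (0.5 ug/mL) preincubated 30 min with compound, then NADPH (0.016 mM) and alpha-KG (2 mM) added; 80 min at RT, pH 7.5. Remaining NADPH coupled via diaphorase/resazurin to fluorescence (540/590 nm); concentration-response curves normalized to no-enzyme control.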
Vif-APOBEC3F blk: Vif-A3F binding inhibition. Potency, µM (top dose mostly 46.1 µM), without a hit: top-dose activity, negative = active. hit rate 0.2% among 390,000. HeLa A3F-eYFP + Vif (tagged APOBEC3F with the HIV-1 protein that degrades it), YFP fluorescence increase. AID 602313; also: potency is read from the fitted curve at half-maximal effect; % of control where 0% means no effect; nearly all actives have a fitted effect of over 65% in size
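HeLa cells stably expressing A3F-eYFP plus Vif, plated and incubated overnight at 37 deg C, then exposed to compounds overnight at 37 deg C. Blocked degradation read as raised yellow fluorescence (Ex 488/Em 500-530).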
TrxR1 inh: blocks rat thioredoxin reductase 1 | O89049 | recombinant rTrxR1, NADPH fluorescence consumption, selenite substrate | Potency, µM (series often up to 114 µM), without a hit: top-dose activity change, negative = inhibition, most hits filed as inhibitors | hit rate 1% among 390,000 | AID 588453; also: potency is read from the fitted curve at half-maximal effect; % is scaled to controls: 0 for no effect and ±100 for the full control effect; nearly all actives have a fitted effect of over 65% in size
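Rat TrxR1 (90 nM in the dispensed reagent) was pre-reduced with 400 uM NADPH for 5 min at room temperature, then incubated with compound for 15 min. After 400 uM selenite was added, NADPH fluorescence (Ex 340/Em 450 nm) was followed for 8 min.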
LDHA inh: blocks human lactate dehydrogenase A | AID 1347041 | hit rate 0.15% among 480,000 | purified LDHA, NADH/diaphorase-resazurin fluorescence; active compounds read low | activity change, % (values are at about 110 or 230 µM) | P00338; in the data active = activity change below about -30%; inconclusive = mostly about -25% to -30%;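 also: plate controls were DMSO wells for no effect and wells without enzyme for full effect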
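Enzyme activity of human lactate dehydrogenase 5 (2 nM; 0.06 mM NADH, 0.2 mM pyruvate, 5 min, RT) is measured via a resazurin/diaphorase fluorescence readout of residual NADH.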
Glioma ERSR ind: induces the endoplasmic reticulum stress response in human glioma cells. U87-MG GRP78 promoter luciferase reporter, 16 h. Potency, µM, for inactives: at the highest dose activation, actives largely listed as activators. hit rate 0.02% among 420,000. AID 602332; also: potency is read from the fitted curve at half-maximal effect; series mostly up to about 76 µM; % of control where 0% means no effect; nearly all actives have a fitted effect of over 35% in size
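Stably transfected U87-MG glioma cells carrying a GRP78-based luciferase sensor; 16 h compound incubation. Luminescence end-point read 10 min after Bright-Glo addition at room temperature.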
RGS4 inh: human RGS4 inhibition. Transcreener GDP fluorescence polarization, RGS4-accelerated GTP hydrolysis. Potency, µM (doses to about 114 µM), for inactives: at the top dose activity change, negative = inhibition, hits mostly inhibitors. hit rate 0.039% among 390,000. AID 504845; also: potency is read from the fitted curve at half-maximal effect; % is scaled to controls: 0 for no effect and ±100 for the full control effect; nearly all actives have a fitted effect of over 75% in size; some results filed as inactive show a strong effect at the top dose
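MLSMR compounds (23 nl, pin-transferred) preincubated 10 min at room temperature with a 500nM (2x) first reagent, then RGS4 at 900nM (2x) plus Transcreener GDP mix added; fluorescence polarization (620/688 nm) read before and after 90 min at 30 °C.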
* = called active by the depositor; u = inconclusive; x = not tested or not shown; & = joins results of further samples; [ ] = another dose, or the depositor's remark. Unless noted, calls follow the shape of the dose curve; as a rule, active = well fitted curve in the direction sought with a large enough effect; inconclusive = small, poorly fitted or top-dose-only effect, or another doubt; inactive = no such curve, though single readings can be large; an effect the other way counts as inactive or inconclusive. A portion of the library; rates above refer to the full screens.

SMILES | TrxR1 substrate | USP1-UAF1 inh | Vif-A3G inh | mIDH1 inhibitor | Vif-APOBEC3F blk | TrxR1 inh | LDHA inh | Glioma ERSR ind | RGS4 inh
O=C(CNC(=O)c1ccccc1)OCN1C(=O)c2ccccc2C1=O | -9%[57.1 µM] | -10% | -3% | 4% | -10% | -15% | -5 | -3% | -34%
Cc1cc(C(=O)CSc2nnc(-c3ccco3)o2)c(C)n1CC1COc2ccccc2O1 (stereo unspecified) | -3% | -17% | -3% | 8% | x | 1% | -1 | -4% | -10%
CN1CCN(C(=O)c2ccc3c(c2)N(Cc2ccc(Cl)cc2)C(=O)c2ccccc2S3(=O)=O)CC1 | -7% | -18% | 0% | 2% | -5% | 5% | -8 | 0% | -15%
Cc1ccnc(NC(=O)c2cccc(NC(=O)Cc3ccccc3)c2)c1 | 2%[11.4 µM] | -14% | -7% | 7% | -10% | 14%[11.4 µM] | -5 | 2% | -43%
COc1ccc(NC(=O)[C@H](NC(=O)[C@@H]2Cc3ccccc3CN2)c2ccccc2)cc1 | 5% | -20% | 2% | 0% | 3% | 17% | 1 | 3% | -24%
CCC(C(=O)N1CCN(c2cccc(Cl)c2)CC1)c1ccccc1 (stereo unspecified) | -1% | -21% | -3% | 3% | -4% | -5% | -2 | -7% | -35%
O=C(COC(=O)c1cc(-c2ccccc2)nc2ccccc12)Nc1ccc2c(c1)OCO2 | -2% | -12% | 0% | 0% | -12% | -7% | 1 | 0% | 1%[11.4 µM]
COc1cc2nc(N(CCCN(C)C)C(=O)c3ccc(S(=O)(=O)N4CCc5ccccc5C4)cc3)sc2cc1OC | 1% | -19% | 3% | 6% | -2% | 2% | -4 | -5% | 24%
C[C@@H]1CN([C@@H](C)CO)C(=O)CCCn2nncc2CO[C@H]1CN(C)C(=O)Nc1ccc(C(F)(F)F)cc1 | x | -2% | -1% | 0% | -7% | x | -22 | -4% | x
CS(=O)(=O)c1ccc(-c2cccc(NC(=O)c3ccco3)c2)nn1 | -8% | -7% | -8% | 2% | 2% | u | -3 | -1% | -16%
CCSc1nnc(NC(=O)CSC2=NCCS2)s1 | 11%[57.1 µM] | -9% | 0% | -2% | 0% | 17%[57.1 µM] | -7 | -6% | -2%
CCCCCCCCCCS(=O)(=O)N/N=C/c1ccccc1OC | -1% | -18% | -9% | 11% | -14% | 31% | -2 | 1% | 9%
CSc1nnc(NC(=O)c2cc(=O)c3cc(C)c(C)cc3o2)s1 | 10% | -18% | -9% | 12% | 3% | 16% | 2 | -3% | -13%
O=C(Cc1ccc(NC(=O)C2CCCN(C(=O)CCc3ccccc3)C2)cc1)Nc1ccc(C(=O)N2CCOCC2)cc1 (stereo unspecified) | 4% | -33% | 0% | 2%[38.3 µM] | 1% | 15% | -2 | -4% | 1%
CCOC(=O)c1c(-c2ccccc2)oc2ccc(O)cc12 | 12% | -17% | -10% | 5% | -13% | 23% | -1 | 5% | -20%
CCC(=O)c1ccc(OCC(O)CN2CCN(c3cccc(C(F)(F)F)c3)CC2)cc1 (stereo unspecified) | -13% | -7% | 1% | 3% | -1% | 5%[57.1 µM] | 2 | -3% | 23%[11.4 µM]
Cc1nc(OCc2c(C)noc2C)c2ccccc2n1 | 14% | -15% | -2% | -4% | 7% | 36% | -6 | -3% | -9%
COc1ccc(C(=O)NCCCNC(=O)c2ccc(C)nc2)cc1 | 3% | -4% | 2% | 4% | -17% | 24% | -2 | -2% | -20%
CCOC(=O)Cn1nc(C)c(NC(=O)CCc2ccc(OC)cc2)c1C | 16% | -17% | -1% | 0% | -4% | 17%[57.1 µM] | -8 | -6% | -18%
CCOC(=O)C1CCCN(C(=O)C2CCN(S(=O)(=O)c3cccs3)CC2)C1 (stereo unspecified) | -2%[57.1 µM] | -8% | 1% | 5% | 1% | -24%[57.1 µM] | -1 | -4% | 5%
Cc1cc(/C=C/C(=O)O)c(C)n1-c1ccc(Cl)cc1 | -5%[57.1 µM] | -13% | -6% | 11% | 2% | -6%[57.1 µM] | -3 | -4% | -22%
O=C(Nc1ccccc1)C1=C(O)CC(c2ccco2)CC1=Nc1ccccc1 (stereo unspecified) | 9%[57.1 µM] | -23% | 1% | -4% | 9% | -18%[57.1 µM] | -2 | -3% | -7%
Cc1cccc(CCNC(=O)C2CCN(S(=O)(=O)c3c(C)nn(C)c3C)CC2)c1 | -2% | -20% | 0% | -2% | -5% | 0% | -3 | -5% | 11%
CC(=O)Cn1cnc2c(sc3nc(C)cc(C)c32)c1=O | -4% | -8% | 2% | 7% | 11% | 0% | 4 | 4% | -6%
O=S(=O)(c1ccc(NC(=S)NCc2ccco2)cc1)N1CCCC1 | -10% | 6% | 2% | 0% | -8% | -22% | 0 | -3% | -1%
(further entries)
SMILES | TrxR1 substrate | USP1-UAF1 inh | Vif-A3G inh | mIDH1 inhibitor | Vif-APOBEC3F blk | TrxR1 inh | LDHA inh | Glioma ERSR ind | RGS4 inh
O=C(CN1CCCC1)Nc1c2c(nc3ccccc13)N(Cc1ccccc1)CC2 | 39%[activator] | -5% | 1% | 8% | -13% | 10% | u | 0% | -15%
CC1(C)CC2CC(C)(CN2S(=O)(=O)c2cccc(C(N)=O)c2)C1 (stereo unspecified) | 7% | -18% | 0% | 1% | 5% | 23% | 0 | -4% | 2%
Cn1nc(C(=O)Nc2ccc(S(=O)(=O)N3CCOCC3)cc2)c2ccccc2c1=O | 2% | -19% | 2% | 18% | 1% | 18% | -4 | 2% | 8%
CC(=O)N=c1sc2cc(C)ccc2n1C | 0% | -13% | 2% | 5% | -5% | -6% | -12 | -2% | 12%
Cc1noc(C)c1C(=O)N1CCC(C(=O)c2ccccc2)CC1 | -7%[57.1 µM] | 3% | 2% | 8% | 11% | 0%[57.1 µM] | -5 | -3% | -5%
O=C(N=C1SC2CS(=O)(=O)CC2N1c1ccc(F)cc1)C1CCCCC1 (stereo unspecified) | -2% | -21% | 1% | 11% | 2% | 16% | -1 | -3% | -7%
Cc1ccnc(NS(=O)(=O)c2ccc(NS(=O)(=O)Cc3ccccc3)cc2)n1 | 7%[57.1 µM] | -6% | 3% | 1% | 9% | 13%[11.4 µM] | -6 | -7% | 1%
CN(CC(=O)Nc1cccc(F)c1)CC(=O)Nc1cccc(S(=O)(=O)N(C)c2ccccc2)c1 | -4% | -25% | -2% | 3% | 3% | 5% | -20 | -5% | -24%
Cc1[nH]c2ccccc2c1C1=NNC(=Nc2ccc(F)cc2)SC1 | -5% | -10% | 6% | -5% | 1% | 3% | -3 | -1% | -19%
Cc1cccc([C@@H]2[C@@H]3C(=O)N(Cc4ccccc4)C(=O)[C@@H]3[C@]3(Cc4ccccc4)C(=O)N(c4cccc(F)c4)C(=O)N23)c1 | 5%[57.1 µM] | -11% | 1% | -9% | 2% | 21%[57.1 µM] | -3 | -3% | -6%
O=C(NCCCc1nc2ccccc2n1Cc1ccccc1F)c1ccco1 | 2% | -22% | 4% | -8% | 6% | 9% | 0 | 0% | -7%
O=c1[nH]c2cc(F)ccc2c2ccc(F)cc12 | -5%[57.1 µM] | -25% | 3% | 2% | 5% | 11%[11.4 µM] | 2 | -3% | -18%
COc1ccccc1C(=O)COC(=O)c1cccc(-n2cnnn2)c1 | 1% | -13% | -1% | -4% | 7% | 10% | 1 | 1% | -9%
CCn1cc(CNC(=O)c2c(-c3c(Cl)cccc3Cl)noc2C)c(C)n1 | -12% | -6% | 2% | 1% | 1% | -9% | 1 | -3% | 23%
CCCOc1ccc(NC2=CC(=O)CC(C)(C)C2)cc1 | 0%[57.1 µM] | -12% | 1% | 10% | -13% | -1%[57.1 µM] | -7 | 5% | 29%
COc1ccc(Cl)cc1NC(=O)CN(C1CCCCC1)S(C)(=O)=O | -11% | -21% | -2% | 7% | 2% | -9% | 0 | -4% | -88%[56.9 µM]
C/C(CC(=O)Nc1ccc(Cl)c(C(F)(F)F)c1)=N\NC(=O)c1ccccc1O | 1% | -4% | -13% | 5% | -4% | -16% | 1 | 1% | -3%
Cc1cc(C)c(C)c(S(=O)(=O)N(C)C2CCN(C)CC2)c1C | 5%[57.1 µM] | -8% | -1% | -2% | -16% | 13%[57.1 µM] | -1 | -7% | 1%
CN(Cc1ccccc1)C(=O)COC(=O)c1cc(=O)c2ccccc2o1 | -4%[57.1 µM] | -25% | 1% | 5% | 0% | 5%[57.1 µM] | 2&1 | -1% | -16%
Cc1ccc(S(=O)(=O)N2CCN(C(=O)CSc3nncs3)CC2)cc1 | -5% | -2% | 3% | 0% | -15% | 10% | -6 | -3% | 26%
O=C(COc1ccc(Cl)cc1Cl)NCCN1CCCC1 | x | -28% | -2% | 6% | 3% | x | -8 | -4% | x
